Screening results deposited in PubChem by Sanford-Burnham Center for Chemical Genomics.
UBC13 inh: UBC13 polyubiquitin chain formation inhibitors, primary screen, biochemical, TR-FRET, uHTS; AID 485273, 2010; 330,000 compounds, 0.47% hits; inhibition, % at 20 µM; in the data active = inhibition above about 45%, passing the limit was not always enough
Target sequence (P61088 whole entry, looked up): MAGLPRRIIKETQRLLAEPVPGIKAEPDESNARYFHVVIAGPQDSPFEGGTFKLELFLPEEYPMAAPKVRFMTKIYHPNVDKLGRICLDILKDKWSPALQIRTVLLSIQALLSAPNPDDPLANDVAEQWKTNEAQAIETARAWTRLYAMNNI
Gli-Sufu antag: Gli-Sufu pathway antagonists, primary screen, luciferase luminescence, Sufu-KO-LIGHT cells, uHTS | Sufu-KO-LIGHT fibroblasts, Gli luciferase reporter luminescence | 340,000 compounds, 0.74% hits | inhibition, % at 5 µM | AID 588413, 2011;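 active = inhibition above about 55%, limit read from the data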;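 also: 0% = DMSO-treated cells and 100% = wells with medium but no cells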
SENP7 inh: SENP7 protease inhibitors, primary screen, biochemical, luminescence, uHTS | Sentrin-specific protease 7 (Homo sapiens), Q9BQF6 | recombinant SENP7, Z-RLRGG-aminoluciferin luminescence, 40 min | inhibition, % at 5 µM | 330,000 compounds, 1.5% hits | AID 434973, 2010;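 active = inhibition above about 50% at the single test dose, limit read from the data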;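 also: plate controls were DMSO with enzyme for no effect and no enzyme buffer wells for full effect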
Target sequence (Q9BQF6 706-1050 limits assumed): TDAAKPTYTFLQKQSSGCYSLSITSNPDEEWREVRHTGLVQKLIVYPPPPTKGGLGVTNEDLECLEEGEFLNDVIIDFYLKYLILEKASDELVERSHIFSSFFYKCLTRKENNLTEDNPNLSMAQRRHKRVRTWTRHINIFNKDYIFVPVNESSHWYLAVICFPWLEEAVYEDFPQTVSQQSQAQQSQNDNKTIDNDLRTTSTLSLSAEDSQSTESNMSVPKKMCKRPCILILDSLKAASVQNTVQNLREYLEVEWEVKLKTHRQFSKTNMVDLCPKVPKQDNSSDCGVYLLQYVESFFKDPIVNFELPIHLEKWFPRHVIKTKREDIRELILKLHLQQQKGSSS
697 NFkB inh: inhibitors of PMA/ionomycin-induced NF-kB reporter, 697 cells, primary screen, B-cell NF-kB inhibitor project, cell-based, luminescence, uHTS | 697 B-cell NF-kB luciferase reporter, 16 h | inhibition, % at 4 µM | 330,000 compounds, 0.33% hits | AID 435022, 2010; in the data active = inhibition above about 35%
SENP8 inh: SENP8 protease inhibitors, primary screen, biochemical, luminescence; purified SENP8, Z-RLRGG-aminoluciferin cleavage; inhibition, % at 10 µM; 330,000 compounds, 1.2% hits
Target sequence (Q96LD8 whole entry, looked up): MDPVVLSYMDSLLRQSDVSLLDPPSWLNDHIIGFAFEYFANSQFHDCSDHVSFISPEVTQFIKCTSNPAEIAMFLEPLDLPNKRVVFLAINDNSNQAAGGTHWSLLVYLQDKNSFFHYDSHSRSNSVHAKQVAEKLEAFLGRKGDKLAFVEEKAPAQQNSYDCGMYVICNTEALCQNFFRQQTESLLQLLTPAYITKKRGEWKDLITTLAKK
HKDC1 inh: HKDC1 hexokinase inhibitors, primary screen, biochemical, fluorescence, uHTS | inhibition, % at 20 µM | Q2TB90 | AID 493160, 2011 | recombinant HKDC1, G6PDH/diaphorase resazurin coupled fluorescence | 340,000 compounds, 0.16% hits;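 active = inhibition above about 35% when tested at 20 µM, limit read from the data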;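 also: plate controls were DMSO wells with enzyme for no effect and DMSO wells lacking enzyme for full effect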
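test system = in-house recombinant HK5 (HKDC1) enzyme | amount = HKDC1 at 5 µg/mL | control set = DMSO-enzyme wells negative, buffer-substituted wells positive | compound = one dose of 20 µM, 1% DMSO | schedule = reaction time 90 min, room temperature, protected from light | technique = resorufin fluorescence at 613 nm | reagent = glucose with 1 mM ATP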
Apaf-1 inh: inhibitors of human Apaf-1 apoptosome, primary screen, biochemical, DEVD-Rh110 fluorescence, uHTS; inhibition, % at 20 µM; Apoptotic protease-activating factor 1 (Homo sapiens), O14727; 330,000 compounds, 0.71% hits; reconstituted apoptosome caspase-3 activity; active = inhibition of at least 40% at 20 µM;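 also: plate controls were DMSO wells for no effect and DEVD-CHO caspase inhibitor wells for full effect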
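System: Apoptosome proteins | Medium: Hepes pH 7.5 with detergent and BSA | Also added: Cytochrome c trigger plus (Z-DEVD)2-Rh110 caspase-3 substrate | Incubation: 30 min compound preincubation, 50 min activation, room temperature | Detection: Rhodamine 110 fluorescence at Ex 480/Em 540 nm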
Jurkat NFkB inh: inhibitors of induced NF-kB luciferase reporter, primary screen, TCR NF-kB activation inhibitor project, cell-based, luminescence, uHTS | 330,000 compounds, 0.53% hits | Jurkat, PMA/ionomycin-induced NF-kB luciferase reporter | inhibition, % at 4 µM | AID 435003, 2010
* hit, by the source's call. Rule as the data show it, unless noted: active = inhibition above about 50%; inactive = the rest.

canonical_smiles | UBC13 inh | Gli-Sufu antag | SENP7 inh | 697 NFkB inh | SENP8 inh | HKDC1 inh | Apaf-1 inh | Jurkat NFkB inh
COCCCNC(=O)CCc1nnc2ccc(N3CCC(C)CC3)nn12 | -8 | 6 | -6 | 14 | -11 | -8 | 1 | -1
Cc1ccc(NC(=O)N2CCCC(c3ccccc3)C2)cc1 (centres undefined) | 8 | -19 | 6 | 3 | -2 | -4 | 10 | -16
CN1C(=O)C(CCC(=O)O)NC1=S (centres undefined) | -7 | 4 | 4 | -1 | -3 | -16 | -1 | -4
CCOC(=O)c1sc2ncn(CC(=O)Nc3cc(C)on3)c(=O)c2c1C | 1 | -4 | -11 | 19 | 11 | -1 | -5 | 7
CC(C)N(Cc1nccn1C)C(=O)CC1C(=O)NCCN1Cc1ccccc1C(F)(F)F (centres undefined) | 22 | -6 | 2 | 5 | 3 | -2 | 1 | 14
CC(C)C[C@H](NC(=O)c1[nH]cnc1C(=O)N[C@@H](C)c1ccccc1)C(=O)OC(C)(C)C | -12 | 5 | 1 | -15 | -6 | 4 | 26 | 8
COC(=O)CCC(=O)OC1(C)C(=O)C2=CN(c3ccc(OC)cc3)C(c3ccc(OC)cc3)=CC2=C(Br)C1=O (centres undefined) | -94 | -15 | 2 | -2 | 7 | 35 | 27 | 1
COc1ccc(N2CCN(C(=O)CCc3cc(OC)c(OC)c(OC)c3)CC2)cc1 | -5 | 1 | 6 | -12 | -1 | -5 | 1 | 10
Cc1ccc(Cn2nnc3c(=O)[nH]c(C4CCN(S(=O)(=O)c5ccccc5F)CC4)nc32)cc1 | 0 | 51 | 6 | 14 | 6 | 4 | 29 | 21
Cc1ccc(/C=N/NC(=O)c2nnn(-c3nonc3N)c2-c2ccc3c(c2)OCO3)s1 | -15 | -3 | -16 | -22 | -17 | 3 | 21 | -3
COc1ccc(S(=O)(=O)N(C)c2ccc(C(=O)Nc3c(C)n(C)n(-c4ccccc4)c3=O)cc2)cc1 | -1 | 8 | 5 | 17 | -3 | -2 | 7 | 22
O=C(Nc1ccc2c(c1)OCCO2)C1CCN(S(=O)(=O)c2cccc3nsnc23)CC1 | 4 | 4 | 2 | -8 | -7 | 6 | 9 | -7
O=C(NCCCN1CCCC1=O)c1ccc(CNS(=O)(=O)c2ccc(F)cc2)cc1 | 5 | 1 | 2 | 18 | 6 | 1 | -9 | 23
COc1ccccc1CNS(=O)(=O)CC12CCC(CC1=O)C2(C)C (centres undefined) | -2 | 28 | -8 | -16 | -3 | -3 | 8 | -45
COc1ccc(C(=O)N(C)C2CCCc3ccccc32)cc1OC1CCN(C(C)C)CC1 (centres undefined) | -1 | 18 | -5 | 11 | 8 | 1 | -6 | -13
Cc1cccnc1NC(=O)CN1C(=O)c2ccccc2S1(=O)=O | 2 | 2 | -8 | 14 | -14 | -3 | -2 | 6
OCCN1CCN(C2CCC(c3ccc(F)cc3)c3ccc(F)cc32)CC1 (centres undefined) | 17 | 1 | 10 | -23 | -3 | -1 | 14 | -8
COc1ccc(C(CNC(=O)c2oc3cc(C)c(Cl)cc3c2C)N2CCCCC2)cc1 (centres undefined) | 9 | 13 | 2 | 1 | -4 | 0 | 8 | -10
Oc1ccc(N=Cc2sc3ccccc3c2Cl)cc1 | 0 | 13 | 17 | 0 | 5 | 17 | 65* | -1
Cc1ccc(OCC(=O)Nc2ccccc2N2CCOCC2)c(C)c1 | 14 | -1 | -1 | 8 | -2 | 8 | 23 | -6
O=C(c1ccc(CN2CCc3ccccc3C2)cc1)N1CCCCC1 | 3 | -6 | 2 | 27 | 0 | -2 | 1 | -3
Cc1nc2cc(O)ccc2n1C | 5 | 4 | 3 | 18 | -8 | 1 | 1 | 3
Cc1csc2nc(CNS(=O)(=O)c3ccc4c(c3)CCCC4)cn12 | 2 | -9 | -7 | -14 | 5 | 0 | 2 | 3
O=C(Nc1ccc2c(c1)OCO2)c1ccc(Cl)cc1Cl | -14 | -151 | 72* | -211 | 55* | 2 | -1 | -157
CNc1nnc(-c2ccco2)s1 | 1 | 51 | 2 | 1 | -7 | -4 | -18 | 12
COc1ccc(NC(=O)COC(=O)CCCc2c[nH]c3ccccc23)cc1 | 6 | 8 | 1 | 10 | -6 | 0 | 16 | 3
O=C(Nc1ccc(F)cc1F)C1CC(=O)N(Cc2ccccc2)C1 (centres undefined) | 4 | -2 | -2 | 5 | -24 | -1 | 14 | -19
COC(=O)c1sc(NC(=O)CSc2nc3cccnc3n2C)nc1C | 5 | 41 | -1 | 6 | -6 | 3 | 1 | -13
COc1ccc(NCc2nnc(SCC(=O)c3ccc(OC)cc3)o2)cc1 | 4 | -4 | 4 | 10 | 0 | 0 | 13 | 3
CC(OC(=O)c1ccc2c(=O)n3c(nc2c1)CCCCC3)C(=O)Nc1ccc(F)cc1Cl (centres undefined) | 12 | 6 | -4 | 5 | -7 | 6 | -9 | 3
O=C(Nc1cccc(S(=O)(=O)Nc2ccc(Cl)cc2)c1)c1ccccn1 | 1 | -4 | 13 | -8 | 4 | -1 | -11 | 15
Cc1nn(C)c(C(=O)NNC(=S)NCc2ccco2)c1Cl | -26 | 4 | -8 | -8 | -1 | -7 | 11 | 0
O=S1(=O)CCN2C(=N1)SC1=C2CCN(Cc2ccccc2)C1 | 5 | -4 | -9 | 13 | -4 | -9 | -3 | -4
CCNC(=S)NNc1ccccc1 | 3 | 6 | -1 | 6 | 3 | -12 | -4 | -9
COc1ccc2nc(SCC(=O)NCCc3ccccc3)[nH]c2c1 | 4 | 4 | 0 | -7 | 8 | -2 | 9 | -22
CC(C)(C)[C@H]1COC(=O)CC/C=C\C[C@@H](CC(=O)N[C@H](CO)Cc2ccccc2)C(=O)N1 | 4 | -1 | 9 | -13 | 2 | -1 | 6 | -1
COc1cc(NC(=O)C2CCCN(S(=O)(=O)c3cnc[nH]3)C2)cc(OC)c1 (centres undefined) | 13 | -2 | 0 | 12 | -2 | -2 | -6 | 3
O=c1[nH]c(C2CCN(S(=O)(=O)c3ccc(C(F)(F)F)cc3)CC2)nc2c1nnn2Cc1ccc(F)cc1 | 0 | 21 | 2 | 1 | -3 | -1 | 41* | 4
COc1cc(OC)cc(C(=O)N2CCN(C(=O)COc3ccc4ccccc4c3)CC2)c1 | -2 | -5 | 10 | 3 | 0 | 2 | 4 | -7
COc1c(C)cc(Br)cc1C(=O)Nc1ccc(N2CCN(S(C)(=O)=O)CC2)cc1 | 9 | 1 | 6 | 10 | -2 | -10 | -22 | -1

Two records picked at random from the list so far, as already listed:
canonical_smiles | UBC13 inh | Gli-Sufu antag | SENP7 inh | 697 NFkB inh | SENP8 inh | HKDC1 inh | Apaf-1 inh | Jurkat NFkB inh
COc1c(C)cc(Br)cc1C(=O)Nc1ccc(N2CCN(S(C)(=O)=O)CC2)cc1 | 9 | 1 | 6 | 10 | -2 | -10 | -22 | -1
CCNC(=S)NNc1ccccc1 | 3 | 6 | -1 | 6 | 3 | -12 | -4 | -9

Other compounds.
canonical_smiles | UBC13 inh | Gli-Sufu antag | SENP7 inh | 697 NFkB inh | SENP8 inh | HKDC1 inh | Apaf-1 inh | Jurkat NFkB inh
Cc1ccc(C)c(NC(=S)NCc2ccc3[nH]c4c(c3c2)CCCC4)c1 | 0 | 2 | 7 | -10 | -1 | 3 | 26 | 15
O=C1C=C(c2cc(F)ccc2F)C[C@@H](c2ccc(Cl)cc2)C1 | 6 | 2 | 0 | -2 | 6 | 4 | 14 | 5
CCS(=O)(=O)N1CCN(c2ccccc2)CC1 | -17 | 2 | -7 | -32 | -3 | -6 | 3 | -19
Cc1ccccc1C(=O)Nc1c2c(nn1C(C)(C)C)CS(=O)(=O)C2 | -6 | 9 | -9 | 5 | -5 | -4 | -8 | 10
C=CCN(c1ccccc1)S(=O)(=O)c1c(C)[nH]c(=O)[nH]c1=O | 2 | 3 | 0 | 17 | -6 | -8 | 7 | 9
CN(Cc1ccccc1)C(=O)c1cn(C)c2ccc(S(=O)(=O)N3CCCC3)cc2c1=O | -8 | -43 | 6 | 6 | 5 | 2 | 2 | -2
CCN(Cc1ccc(Cl)s1)C(=O)c1cccc(OCc2c(C)noc2C)c1 | 4 | 13 | 12 | -7 | -3 | 11 | 11 | 5
C=CCn1c(SCc2cc(=O)n3ccsc3n2)nc2cc(Cl)ccc2c1=O | -3 | 2 | 7 | 17 | 1 | -5 | -4 | -3
CC1CN(Cc2nc3c(c(=O)n(C)c(=O)n3C)n2Cc2cccc(Cl)c2)CC(C)O1 (centres undefined) | -8 | -2 | 16 | -18 | -18 | -5 | 6 | -9
CN(C)c1ccc(C(=O)OCC#CCSc2nnc(-c3cccc4ccccc34)o2)cc1 | 14 | -13 | -8 | -29 | 10 | 0 | 13 | -11

Compound profiles (already shown). Values in the order: UBC13 inh	Gli-Sufu antag	SENP7 inh	697 NFkB inh	SENP8 inh	HKDC1 inh	Apaf-1 inh	Jurkat NFkB inh
CC1CN(Cc2nc3c(c(=O)n(C)c(=O)n3C)n2Cc2cccc(Cl)c2)CC(C)O1 (centres undefined) as listed: -8	-2	16	-18	-18	-5	6	-9
CN(C)c1ccc(C(=O)OCC#CCSc2nnc(-c3cccc4ccccc34)o2)cc1 as listed: 14	-13	-8	-29	10	0	13	-11
CN(Cc1ccccc1)C(=O)c1cn(C)c2ccc(S(=O)(=O)N3CCCC3)cc2c1=O as listed: -8	-43	6	6	5	2	2	-2
CCS(=O)(=O)N1CCN(c2ccccc2)CC1 as listed: -17	2	-7	-32	-3	-6	3	-19

(list continues)
canonical_smiles | UBC13 inh | Gli-Sufu antag | SENP7 inh | 697 NFkB inh | SENP8 inh | HKDC1 inh | Apaf-1 inh | Jurkat NFkB inh
COc1ccc(C(=O)N2CCN(C(=O)c3ccco3)CC2)cc1 | 6 | 18 | -4 | 4 | 2 | -2 | -2 | 4
Cn1c(-c2ccc(Br)cc2)cnc1NCc1cccnc1 | 2 | -2 | 4 | 0 | -1 | -3 | 0 | -5
O=C(OCCN1C(=O)c2ccccc2C1=O)c1cc(=O)[nH]c2ccccc12 | 16 | 1 | 12 | -3 | -7 | 14 | 6 | -11
O=C(CCCc1ccccc1)N1CCc2ccccc21 | -2 | -93 | 5 | -192 | 28 | 13 | -6 | -127
Fc1ccc(NC(=S)NCCc2ccccc2)c(F)c1F | -2 | 49 | 8 | -58 | 2 | 0 | -3 | -5
O=S(=O)(Nc1ccc2c(c1)nc1n2CCOC1)c1ccc(Cl)cc1 | -2 | -1 | -5 | -17 | -13 | 0 | 1 | 8
Cc1ccc(OCCSc2nnc(C)c(=O)n2N)cc1 | 5 | -7 | 7 | 7 | 5 | -9 | 0 | 3
CC(C)/C(=N/Nc1ccccc1[N+](=O)[O-])c1ccccc1 | -43 | 5 | 7 | -32 | -1 | -2 | 16 | -22
CCOc1ccccc1/C=N/n1c(C)nc2ccccc2c1=O | 6 | 3 | 1 | -4 | 6 | 2 | 7 | 8
COc1ccccc1C(=O)Nc1nnc(SCC(=O)NCC2CCCO2)s1 (centres undefined) | -1 | -50 | 9 | -88 | 2 | -1 | -5 | -97
CCOC(=O)CNc1nc(C(C)(C)C)nc2c1nnn2Cc1ccccc1 | 0 | -2 | -4 | -19 | 0 | -1 | 18 | 19
COc1ccc(NC(=O)c2ccccc2Sc2ccc(NC(C)=O)nc2)cc1 | -7 | -20 | -3 | -4 | 0 | -2 | 14 | 0
O=C(CSc1nc(-c2ccccc2)cs1)Nc1cccc([N+](=O)[O-])c1 | 13 | -4 | 2 | 2 | -11 | -1 | 10 | 32

This is a random part of the collection; about 3.6% have a hit in one of these screens.
